UDG counter: counter-screen for AID inhibitors: uracil-DNA glycosylase inhibition. FRET deamination/UDG coupled assay, UDG read, 4 h. Potency, µM (titrated, usually from 115 µM), without a hit: at the top dose activity change, negative = inhibition, hits mostly inhibitors. hit rate 0.14% among 91,000. AID 1347430; note: nearly all actives have a fitted effect of over 65% in size
AID inhibitor: blocks human AID cytidine deaminase activity. Q9GZX7. AID deamination FRET fluorescence, UDG-coupled, 4 h. Potency, µM (top dose mostly 115 µM), for the others: at the top dose activity change, negative = inhibition, actives largely listed as inhibitors. hit rate 0.32% among 91,000. AID 1347428; note: nearly all actives have a fitted effect of over 25% in size
Target sequence (Q9GZX7 whole entry, looked up): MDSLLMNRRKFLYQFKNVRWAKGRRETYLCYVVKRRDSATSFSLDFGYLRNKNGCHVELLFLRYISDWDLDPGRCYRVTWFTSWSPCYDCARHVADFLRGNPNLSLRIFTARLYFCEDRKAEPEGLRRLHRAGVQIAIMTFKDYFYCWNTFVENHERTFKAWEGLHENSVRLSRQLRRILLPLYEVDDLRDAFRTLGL
An asterisk follows results filed as active; ? = inconclusive; & = joins results of further samples; [ ] = remark or other dose. Calls come from the whole dose curve; as a rule, active = well fitted curve in the direction sought with a large enough effect; inconclusive = small, poorly fitted or top-dose-only effect, or another doubt; inactive = no such curve, though single readings can be large; an effect the other way counts as inactive or inconclusive. % is set by controls: 0 for no effect and ±100 for the full control effect; potency is the fitted concentration of half-maximal effect.

Below each SMILES: UDG counter	AID inhibitor
- O=C(Nc1oc2ccc(Cl)cc2c(=O)c1-c1ccccc1)c1ccc([N+](=O)[O-])cc1
 : 4%	-6%
- CCOCCn1c(-n2nc(C)cc2C)nc2c1c(=O)[nH]c(=O)n2C
 : -3%	-12%
- Cc1ccc(C)c(NC(=O)CCCn2nc(C)c3sc4ccccc4c3c2=O)c1
 : 18%	1%
- O=C(NCCc1csc2nc(-c3cccc(F)c3)nn12)c1ccc(Br)o1
 : 14%	-20%
- CCCN(Cc1cccs1)C(=O)Nc1ccc(OC)c(OC)c1
 : 0%	-1%
- CCCCNc1nc2c(S(=O)(=O)c3ccc(C)c(C)c3)nnn2c2ccsc12
 : 17%	9%
- Cc1nc(N2CCCC2)c2c(C(=O)N3CCN(c4ccccc4)CC3)c(C)oc2n1
 : 3%	5%
- Clc1ccc(-c2noc(-c3ccccc3)n2)cc1
 : 8%	3%
- COCCn1c(SCc2ccccc2)nc2c1c(=O)[nH]c(=O)n2C
 : 3%	-5%
- CCOc1cccc(CC(=O)N2CCc3c([nH]c4ccccc34)C2c2ccccc2)c1OCC (configuration not stated)
 : -8%[57.5 µM]	?
- COc1ccc(NC(=O)CSc2nnc(Cc3cccs3)n2Cc2ccco2)cc1
 : -2%	-9%
- CCCCNC(=O)c1cccc(C(=O)NCCCC)n1
 : 5%	4%
- CCOc1ccccc1NC(=O)C(CC)Sc1nc2ccncc2[nH]1 (configuration not stated)
 : 8%	48%[activator]
- Cc1ccc(C)c(OCC(=O)Nc2ccc(Br)cc2C(=O)O)c1
 : 2%	56µM*
- Cc1ccccc1NC1(c2nnnn2-c2ccccc2)CCCC1
 : 2%	-8%
- CCCCCCCCCC(=O)Nc1ccc(C)c(C)c1
 : -13%	-7%
- CCc1ccc2c(c1)-c1ccccc1S(=O)(=O)N2CC(=O)N1CCCCC1
 : -6%	-7%
- CC(C)CNCc1ccc(C(=O)O)cc1
 : 1%	4%
- NC(=O)C(=O)N/N=C/C1CCCCC1
 : -2%	0%
- CCOc1ccccc1NC(=O)Cn1c(=O)n(CCC(=O)NCc2ccc3c(c2)OCO3)c(=O)c2ccccc21
 : 1%	9%
- c1ccc(Nc2nc(NC3CCCCCC3)nc3c2cnn3-c2ccccc2)cc1
 : -4%	-12%
- CC/C(=N\NC(=O)c1ccc(C(C)(C)C)cc1)c1ccc(C)cc1
 : 2%	-3%
- CCOc1cccc(C(=O)N(Cc2ccc(F)cc2)Cc2ccco2)c1
 : 0%[57.5 µM]	?
- COC(=O)c1ccc2c(=O)n(CCCCCC(=O)NCCc3ccccc3)c(=O)[nH]c2c1
 : -4%	?
- O=C(NCCCc1nc2ccccc2n1Cc1cccc(Cl)c1)c1ccco1
 : -3%	?
- CNc1nc(-c2ccccc2)c(C(=O)Nc2ccccc2)s1
 : 9%	1%
- CN(C)/C=C\C(=O)c1ccc(F)cc1
 : 3%	-4%
- CC(=O)Nc1ccc(NC(=S)NC(NC(=O)c2cccc(C)c2)C(Cl)(Cl)Cl)cc1 (configuration not stated)
 : 3%	14%
- CCOc1cc(/C=C(/C#N)C(=O)Nc2ccccc2C(=O)O)ccc1OC
 : 3%	-7%
- COC(=O)c1ccc(C)c(NC(=O)C2CC3CCC2C3)c1 (configuration not stated)
 : 11%	-1%
- Cc1c(Cl)cccc1N1CCn2c1nc1c2c(=O)n(CC(=O)O)c(=O)n1C
 : 3%	25%
- CC(NC(=O)/C=C/c1ccc(Cl)cc1)c1ccc(NC(N)=O)cc1 (configuration not stated)
 : -13%	-3%
- N#Cc1cccc(NC(=O)c2cc3c(s2)CCCC3)c1
 : 7%	0%
- CCOc1ccc(-n2c(SCc3ccc(C(=O)OC)o3)nc3c([nH]c4ccccc43)c2=O)cc1
 : -6%	-5%
- O=C(Nc1ccc2c(c1)CCC2)c1c(F)c(F)c(F)c(F)c1F
 : 1%	1%
- CCCCCn1nc(C(=O)N2CCCC2c2nc3ccccc3s2)c2ccccc2c1=O (configuration not stated)
 : -5%	-16%
- O=C(NC1CCCCC1)c1ccc2c(c1)N(Cc1ccc(F)cc1)C(=O)c1ccccc1S2(=O)=O
 : -20%	5%
- CCn1nnc2cc(C(=O)Nc3ccc(C)c(Cl)c3)ccc21
 : -12%[57.5 µM]	-1%
- Cc1ccc(C)c(Sc2ccc(NC(=O)c3cccc(C)c3C)cc2)c1
 : 1%	-8%
- O=C(O)CNS(=O)(=O)c1cc(C(F)(F)F)cc(C(F)(F)F)c1
 : 1%	0%
- COc1ccccc1CNC(=O)CCCn1c(=O)c2ccccc2n(Cc2ccccc2F)c1=O
 : -9%	-8%
- Cc1cccc(C(=O)NCCc2csc(C)n2)n1
 : 2%	2%
- COC(=O)c1ccc(COC(=O)c2cc3c(s2)CCCCC3)o1
 : 5%	-7%
- Cn1c(=O)c2c(nc(SCC(=O)O)n2Cc2ccccc2)n(C)c1=O
 : -6%	-2%
- CCOc1ccc(C2=NC(c3ccncc3)=Nc3ccc(C)cc3N2)cc1OCC
 : ?	-17%
- COc1ccccc1CNC(=O)C(C)C
 : -1%	-1%
- Cc1nc(-c2ccccc2)nc2sc3c(=O)[nH]cnc3c12
 : 12%	3%
- Cc1cc(C)cc(NC(=O)CCCN2C(=O)COc3ccc(C)cc32)c1
 : -10%	9%
- CC1CCN(c2ncnc3c2cnn3-c2ccc(F)cc2)CC1
 : ?	-16%
- Fc1ccc(CCNC(=S)Nc2ccc(Nc3ccccc3)cc2)cc1
 : -5%	-21%
- CCOc1ccccc1NC(=O)Cn1c(=O)ccc2cc(S(=O)(=O)N3CCC(C)CC3)ccc21
 : -11%	-1%
- Cc1cccc(NC(=O)C(Cc2ccccc2)N2Cc3ccccc3C2=O)c1C (configuration not stated)
 : -1%	?
- CC(C)CC(=O)Nc1nnc(S(=O)(=O)N(C)Cc2ccc(Cl)cc2)s1
 : -23%	9%
- CCC(C)NC(=O)Cn1c(=O)cc(-c2ccccc2)c2c(C)nn(C)c21 (configuration not stated)
 : 27%	-19%
- COc1ccccc1OCCn1c(NC(=O)c2ccccc2Cl)nc2ccccc21
 : -7%	-2%
- COc1ccc(Oc2coc3cc(OCC(=O)OCCC(C)C)ccc3c2=O)cc1
 : -4%	-3%
- COc1ccc(CNC(=O)CCCn2c(=O)c3cccn3c3cccnc32)cc1
 : 5%	9%
- Cc1ccc(NC(=O)N(C)C(c2ccc(Cl)cc2)c2nccn2C)cc1 (configuration not stated)
 : 10%	-1%
- O=C(Nc1nnc(S(=O)(=O)N2CCCCC2)s1)c1ccccc1Br
 : 14%	-21%
- CCOc1c(Br)cc(/C=C/C(=O)c2ccc(F)cc2)cc1OC
 : -12%	-20%

Molecules listed so far with a cyano group, in the order listed:
Below each SMILES: UDG counter	AID inhibitor
- CCOc1cc(/C=C(/C#N)C(=O)Nc2ccccc2C(=O)O)ccc1OC
 : 3%	-7%
- N#Cc1cccc(NC(=O)c2cc3c(s2)CCCC3)c1
 : 7%	0%

Going on with the list.
Below each SMILES: UDG counter	AID inhibitor
- CCc1ccc(NC(=O)c2cc(C(C)=O)n3ccccc23)cc1
 : ?	?
- CCOC(=O)C1=C(CN2CCN(c3cccc(Cl)c3)CC2)NC(=O)NC1c1ccc(Cl)cc1 (configuration not stated)
 : -20%	-8%
- Cc1ccc(Cl)cc1Nc1nn2c(=O)c3ccc(C(=O)NCc4ccc(F)cc4)cc3nc2s1
 : -3%	-3%
- O=C(Nc1ccc(Cl)cc1)C1CC2CCC1C2 (configuration not stated)
 : 1%	-4%
- Cc1ccc(Cn2ccnc2SCC(=O)Nc2nc3ccccc3s2)cc1
 : -2%	6%
- COc1cccc(-c2nc(CS(=O)(=O)CC(=O)NCCc3ccc(OC)c(OC)c3)c(C)o2)c1
 : ?	-8%&-25%
- CN(C(=O)Nc1cccc(OC(F)F)c1)C1CCCCC1
 : -6%	-8%
- CN(Cc1ccccc1)S(=O)(=O)c1ccc2c(c1)OCCCO2
 : -15%	-25%
- N[C@H](C(=O)O)[C@H](O)C(=O)O
 : -11%	-12%
- CCCCCCC(C)NC(=O)CCNC(=O)c1ccccc1 (configuration not stated)
 : 14%	-2%
- O=c1c(Cl)c(N2CCCC(C(F)(F)F)C2)cnn1-c1ccccc1 (configuration not stated)
 : 0%	-6%
- CSc1ccccc1NC(=O)Cc1coc2cc(C)c(C)cc12
 : 3%	-3%
- O=C(c1ccc(S(=O)(=O)NCc2cccs2)cc1)N1CCCC1
 : 1%	4%
- CCCCSCCCNC(=O)CN1C(=O)COc2ccc(S(=O)(=O)N3CCC(C)CC3)cc21
 : 3%	14%
- O=C(NC1CCCC(C(F)(F)F)C1)c1ccsc1 (configuration not stated)
 : 0%	-3%
- CC1=C(C)CC(C(=O)N2CCCC2)C(C(=O)O)C1 (configuration not stated)
 : 7%	1%
- COc1ccc(CCNC(=O)C(=O)NCC(c2ccc3c(c2)OCO3)N2CCOCC2)cc1OC (configuration not stated)
 : 5%[57.5 µM]	13%
- CCCn1nc(C(=O)Nc2ccc3c(c2)OCCO3)c2ccccc2c1=O
 : 4%	-11%
- CCOC(=O)c1ccc(NC(=O)Cn2c3ncccc3c(=O)n2-c2ccc(C)c(C)c2)cc1
 : -10%	1%
- CCOc1c(Br)cc(/C=C(/C#N)C(=O)OCCOC)cc1OC
 : -3%	-13%
- Cc1ccc(C(=O)NCc2ccccc2)o1
 : -1%	-8%
- Cc1cc(-c2ccc(C)c(S(=O)(=O)N3CCN(c4cccc(C(F)(F)F)c4)CC3)c2)on1
 : -8%	4%
- CCCCS(=O)(=O)CC(=O)O
 : 4%	2%
- COc1cc(OC)cc(-n2c(=O)c3ccccc3n(Cc3ccccc3C#N)c2=O)c1
 : 1%	18%
- O=[N+]([O-])c1cccc(/C=C/c2nc3nc4ccccc4nc3n2-c2cccc(C(F)(F)F)c2)c1
 : 0%	5%
- CC/C(=C(\c1ccccc1)c1ccc(OCCN(C)C)cc1)c1ccccc1
 : -5%	-19%
- CN(C)CCNC(=O)Cn1nc(N2CCN(c3ccccc3)CC2)ccc1=O
 : -7%[57.5 µM]	-6%
- Cc1ccc(C(=O)NNC(=O)C2CCCCC2)cc1Cl
 : 7%	-1%
- CCOC(=O)c1c(NC(=O)C(C)Sc2cn(CCNC(=O)c3ccc(OCC)cc3)c3ccccc23)sc2c1CCC2 (configuration not stated)
 : 3%	-6%
- O=C(O)c1csc2c1sc1ccccc12
 : 8%	-9%
- CC(=O)c1ccc(NC(=O)CCn2nc(C)c(S(=O)(=O)N3CCC(C)CC3)c2C)cc1
 : -2%	1%
- O=C(CSc1c2c(nc3ccccc13)CCC2)Nc1cccc(C(F)(F)F)c1
 : 4%	-2%
- Cc1nc(CC(=O)Nc2ccc(C(N)=O)cc2)cs1
 : -2%[57.5 µM]	37%[activator]
- O=C(/C=C/c1cccc(F)c1)Nc1ccc(Cl)c(C(F)(F)F)c1
 : 7%	-12%

Given with bars between the fields: 18 of the compounds above.
molecule | UDG counter | AID inhibitor
CCCCSCCCNC(=O)CN1C(=O)COc2ccc(S(=O)(=O)N3CCC(C)CC3)cc21 | 3% | 14%
O=C(NC1CCCC(C(F)(F)F)C1)c1ccsc1 (configuration not stated) | 0% | -3%
CC1=C(C)CC(C(=O)N2CCCC2)C(C(=O)O)C1 (configuration not stated) | 7% | 1%
COc1ccc(CCNC(=O)C(=O)NCC(c2ccc3c(c2)OCO3)N2CCOCC2)cc1OC (configuration not stated) | 5%[57.5 µM] | 13%
CCCn1nc(C(=O)Nc2ccc3c(c2)OCCO3)c2ccccc2c1=O | 4% | -11%
CCOC(=O)c1ccc(NC(=O)Cn2c3ncccc3c(=O)n2-c2ccc(C)c(C)c2)cc1 | -10% | 1%
CCOc1c(Br)cc(/C=C(/C#N)C(=O)OCCOC)cc1OC | -3% | -13%
Cc1ccc(C(=O)NCc2ccccc2)o1 | -1% | -8%
Cc1cc(-c2ccc(C)c(S(=O)(=O)N3CCN(c4cccc(C(F)(F)F)c4)CC3)c2)on1 | -8% | 4%
CCCCS(=O)(=O)CC(=O)O | 4% | 2%
COc1cc(OC)cc(-n2c(=O)c3ccccc3n(Cc3ccccc3C#N)c2=O)c1 | 1% | 18%
O=[N+]([O-])c1cccc(/C=C/c2nc3nc4ccccc4nc3n2-c2cccc(C(F)(F)F)c2)c1 | 0% | 5%
CC/C(=C(\c1ccccc1)c1ccc(OCCN(C)C)cc1)c1ccccc1 | -5% | -19%
CN(C)CCNC(=O)Cn1nc(N2CCN(c3ccccc3)CC2)ccc1=O | -7%[57.5 µM] | -6%
Cc1ccc(C(=O)NNC(=O)C2CCCCC2)cc1Cl | 7% | -1%
CCOC(=O)c1c(NC(=O)C(C)Sc2cn(CCNC(=O)c3ccc(OCC)cc3)c3ccccc23)sc2c1CCC2 (configuration not stated) | 3% | -6%
O=C(O)c1csc2c1sc1ccccc12 | 8% | -9%
CC(=O)c1ccc(NC(=O)CCn2nc(C)c(S(=O)(=O)N3CCC(C)CC3)c2C)cc1 | -2% | 1%

Compound activity deposited in PubChem BioAssay by National Center for Advancing Translational Sciences (NCATS).

The list is partial. The share of hits here may be higher or lower than overall.
